Source: PubChem BioAssay (National Center for Advancing Translational Sciences (NCATS))
HP1b chromo inh: inhibitors of HP1-beta chromodomain binding to methylated histone tails; AlphaScreen HP1-beta / biotin-H3K9me3 peptide binding; Potency, µM (titrated, usually from 114 µM), for inactives: at the top dose activity change, negative = inhibition, most hits filed as inhibitors; 390,000 tested, 0.56% active; further: nearly all actives have a fitted effect of over 70% in size; inactives centre near 23
Target sequence (P83916 whole entry, looked up): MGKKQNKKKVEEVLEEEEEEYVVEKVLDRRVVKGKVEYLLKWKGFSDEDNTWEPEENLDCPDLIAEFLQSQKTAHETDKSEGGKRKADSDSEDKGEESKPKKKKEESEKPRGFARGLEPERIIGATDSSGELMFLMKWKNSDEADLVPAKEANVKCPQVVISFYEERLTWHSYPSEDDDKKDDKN
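HP1-beta protein (50 nM final) preincubated 30 min at room temperature with biotinylated H3(1-18)K9me3 peptide (50 nM) in PBS pH 7.4, 0.01% Tween-20, then compound added for 30 min. AlphaScreen streptavidin donor/nickel chelate acceptor beads (10 ug/mL final), 30 min dark, luminescence read.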
PGK inhibitor: blocks T. brucei phosphoglycerate kinase; PGK/GAPDH coupled, Kinase-Glo luminescence, 60 min; Potency, µM (doses to about 57.5 µM), for inactives: at the highest dose activity change, negative = inhibition, actives largely listed as inhibitors; 380,000 tested, 0.043% active; AID 602233; further: on the % scale 0 is the no-effect control and ±100 the full control effect; nearly all actives have a fitted effect of over 60% in size
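Recombinant glycosomal PGK reaction used 1,3-bisphosphoglycerate generated in-well by GAPDH (100nM final) in 100mM TEA pH 7.6, 5mM MgCl2, 0.01% Tween-20. After 60 minutes at room temperature, ATP was read by Kinase-Glo Plus luminescence end-point.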
ALOX12 inh: ALOX12 (human) lipoxygenase inhibition. P18054. purified 12hLO, xylenol orange hydroperoxide absorbance. Potency, µM (series often up to 108 µM), without a hit: at the highest dose activity change, negative = inhibition, most hits filed as inhibitors. 580,000 tested, 1.1% active; further: on the % scale 0 is the no-effect control and ±100 the full control effect
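Purified human 12hLO (150 nM final) in 25 mM Hepes, 0.01% Triton X-100, pH 7.0 was preincubated 15 min at room temperature with compound. Then 40 uM arachidonic acid was added, 30 min. Hydroperoxide was read by Fe-XO absorbance ratio 573/405 nm.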
RGS4 inhibitor: human RGS4 inhibition. Transcreener GDP fluorescence polarization, RGS4-accelerated GTP hydrolysis. Potency, µM (series often up to 114 µM), for the others: at the highest dose activity change, negative = inhibition, hits mostly inhibitors. 390,000 tested, 0.039% active; further: on the % scale 0 is the no-effect control and ±100 the full control effect; nearly all actives have a fitted effect of over 75% in size; some results filed as inactive show a strong effect at the top dose
Target sequence (P49798 whole entry, looked up): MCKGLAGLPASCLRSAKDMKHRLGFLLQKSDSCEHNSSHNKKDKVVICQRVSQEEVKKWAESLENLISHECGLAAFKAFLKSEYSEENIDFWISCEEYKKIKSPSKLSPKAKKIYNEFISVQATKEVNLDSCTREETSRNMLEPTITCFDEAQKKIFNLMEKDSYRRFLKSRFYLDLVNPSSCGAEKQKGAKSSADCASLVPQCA
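MLSMR compounds (23 nl, pin-transferred) preincubated 10 min at room temperature with a 500nM (2x) first reagent, then RGS4 at 900nM (2x) plus Transcreener GDP mix added; fluorescence polarization (620/688 nm) read before and after 90 min at 30 °C.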
GLS inh: glutaminase GLS (human) inhibition; GLS enzymatic activity, qHTS titration; AID 624170; 410,000 tested, 0.21% active; Potency, µM (top dose mostly 45.5 µM), inactives show at the highest dose activity change, negative = inhibition, usual class: inhibitors; further: on the % scale 0 is the no-effect control and ±100 the full control effect
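hKGA in 45 mM KH2PO4 pH 8.2, 0.02% Tween-20 with pin-transferred compounds; 1 mM L-glutamine (stock) plus glutamate oxidase/HRP/Amplex Red coupling added. Fluorescence read initially and after 30 min at RT.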
TrxR1 inh: inhibitors of rat thioredoxin reductase 1. Potency, µM (doses to about 114 µM), for the others: at the top dose activity change, negative = inhibition, most hits filed as inhibitors. 390,000 tested, 1% active. recombinant rTrxR1, NADPH fluorescence consumption, selenite substrate. O89049; further: on the % scale 0 is the no-effect control and ±100 the full control effect; nearly all actives have a fitted effect of over 65% in size
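Rat TrxR1 (90 nM in the dispensed reagent) was pre-reduced with 400 uM NADPH for 5 min at room temperature, then incubated with compound for 15 min. After 400 uM selenite was added, NADPH fluorescence (Ex 340/Em 450 nm) was followed for 8 min.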
JMJD2A Tudor: JMJD2A Tudor domain (human) inhibition; AlphaScreen JMJD2A-Tudor / H3K4me3 peptide binding; Potency, µM (titrated, usually from 114 µM), for the others: at the top dose activity change, negative = inhibition, usual class: inhibitors; 390,000 tested, 4.4% active; further: on the % scale 0 is the no-effect control and ±100 the full control effect; nearly all actives have a fitted effect of over 50% in size
ERG-DNA inh: inhibitors of human ERG Ets domain-DNA interaction; P11308; fluorescence polarization, His-ERG Ets domain / labelled DNA; Potency, µM (doses to about 76.9 µM), for inactives: at the top dose FP activity, negative = inhibition, hits mostly inhibitors; 370,000 tested, 0.028% active; active means well fitted inhibition curve with a large enough effect in the polarisation, with a control signal flat; inconclusive means small, poorly fitted or top-dose-only effect, or effect the other way, or a change in a side signal; inactive means no such curve, though single readings can be large or run the other way; the % refers to the polarisation;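 further: polarization taken with two DNA probes labelled with fluorescein and Texas red; % of control where 0% means no effect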
Target sequence (P11308 whole entry, looked up, the tested form may be a part): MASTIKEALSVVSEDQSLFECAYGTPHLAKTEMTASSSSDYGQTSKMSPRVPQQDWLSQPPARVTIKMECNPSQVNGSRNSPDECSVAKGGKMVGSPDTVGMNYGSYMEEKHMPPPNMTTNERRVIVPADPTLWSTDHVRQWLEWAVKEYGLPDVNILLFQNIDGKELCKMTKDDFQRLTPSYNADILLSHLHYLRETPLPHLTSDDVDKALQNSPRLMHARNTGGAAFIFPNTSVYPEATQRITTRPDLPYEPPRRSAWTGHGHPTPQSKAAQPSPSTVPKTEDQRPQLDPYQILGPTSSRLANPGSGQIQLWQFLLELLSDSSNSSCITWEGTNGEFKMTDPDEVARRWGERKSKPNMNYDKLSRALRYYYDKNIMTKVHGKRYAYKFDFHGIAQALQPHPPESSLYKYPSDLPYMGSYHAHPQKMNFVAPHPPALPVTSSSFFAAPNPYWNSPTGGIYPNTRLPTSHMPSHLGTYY
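His-tagged ERG Ets domain (1 uM in the protein solution; 300mM KCl, 50mM Tris-HCl, 1mM EDTA, 1mM DTT, pH 7.5) received compound, then a probe mix of 5 nM fluorescein-DNA and 100nM Texas-615-DNA. Fluorescence polarization was read for both dyes.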
Pin1 inhibitor: human Pin1 inhibition | Q13526 | Pin1 FP peptide displacement, HiFluor488, 10 min | Potency, µM (series often up to 115 µM), inactives show top-dose activity, negative = inhibition, actives largely listed as inhibitors | 390,000 tested, 0.009% active | AID 504891; active means well fitted inhibition curve with a large enough effect in the polarisation, with a control signal flat, not every such curve was filed as active; inconclusive means small, poorly fitted or top-dose-only effect, or effect the other way, or a change in a side signal; inactive means no such curve, though single readings can be large or run the other way; the % refers to the polarisation; further: on the % scale 0 is the no-effect control and ±100 the full control effect
Target sequence (Q13526 whole entry, looked up): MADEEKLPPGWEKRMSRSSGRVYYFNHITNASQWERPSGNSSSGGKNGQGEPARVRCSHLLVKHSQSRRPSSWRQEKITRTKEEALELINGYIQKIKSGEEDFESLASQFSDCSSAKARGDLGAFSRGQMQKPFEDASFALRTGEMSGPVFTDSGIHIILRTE
An asterisk follows results filed as active; i = inactive; ? = inconclusive; nt = no result given; & = joins results of further samples; [ ] = dose if it differs, or a comment. Unless noted, the call rests on the fitted dose curve; in most records, active means well fitted curve in the direction sought with a large enough effect; inconclusive means small, poorly fitted or top-dose-only effect, or another doubt; inactive means no such curve, though single readings can be large; an effect the other way counts as inactive or inconclusive. Potency means the concentration at half of the fitted maximal effect. These rows are one share of the data; rates above refer to the full screens.

SMILES	HP1b chromo inh	PGK inhibitor	ALOX12 inh	RGS4 inhibitor	GLS inh	TrxR1 inh	JMJD2A Tudor	ERG-DNA inh	Pin1 inhibitor
Nc1ncnc2c1ncn2C1OC(CO)C(O)C1O (stereo unspecified)	23%	5%	-2%	6%	9%	3%[57.1 µM]	-7%	0%	-4%
Cc1ccccc1Nc1nc(N)nc(CN2CCN(C(=O)c3ccccc3)CC2)n1	37%	-12%	13%	-1%	-7%	19%[11.4 µM]	-19%	-2%	3%
CC(C)Oc1ccc(NC(=O)c2cc3ccccc3o2)cc1	9%	-8%	0%	2%	1%	4%	-16%	5%	-5%
O=C(CCC(=O)NC1CCN(Cc2ccccc2)CC1)NCc1ccco1	38%	-6%	-26%	-4%	2%	10%[57.1 µM]	4%	0%	1%
O=C(Cc1c[nH]c2ccccc12)NCc1cccs1	33%	-3%	-13%&-13%	0%	-1%	-4%	-8%	-1%	2%
O=c1[nH]c2cccnc2c2ccsc12	6%	-9%	-4%	0%	-2%	20%[57.1 µM]	5%	-3%	0%
CCc1nn(CC(=O)N2CCN(CC)CC2)c(=O)c2cc3sccc3n12	50%[activator]	-5%	359%[activator]	15%	-1%	6%[57.1 µM]	-6%	3%	2%
COCCNC(=O)c1ccc(-n2c(SCc3cc(F)ccc3F)nc3ccccc3c2=O)cc1	32%	-6%	-11%	1%	4%	22%	-7%	8%	4%
Cc1ccnc2nc(C(=O)OCCOc3cccc(Br)c3)nn12	39%[activator]	10%	0%[57.4 µM]	7%	2%	5%	-6%	6%	1%
O=C(/C=C/c1ccc(S(=O)(=O)N2CCOCC2)cc1)NCc1ccccc1F	41%	3%	1%	7%	2%	-5%	-11%	1%	1%
O=C(COc1ccc2c(c1)CCC2)N1CCN(c2ccccc2F)CC1	16%	-7%	5%	5%	11%	-9%	-15%	-6%	-3%
Cc1ccc(CNC(=O)CSc2n[nH]c(N)n2)cc1	45%[activator]	-1%	-9%&0%	-49%	24%	19%	-7%	-1%	-9%
CCN(C(=O)Cc1c(C(=O)O)[nH]c2ccccc12)c1ccc(OC)cc1	29%&22%	10%&2%	1%	21%&12%	8%&0%	2%[57.1 µM]	-13%&-10%	0%&-5%	1%&3%
O=C(CSc1cccc2cccnc12)N/N=C/c1ccc(O)cc1	28%	-7%	0%	-21%	23%	12%	-6%	29%	-1%
CCC1=Nc2cc(C(=O)NC3CCCC3)ccc2Sc2ccc(Cl)cc21	22%	i	-8%	0%	-4%	0%	-12%	-9%	13%
O=C(OC1CCOC1=O)c1cc(-c2ccccc2)nc2ccccc12 (stereo unspecified)	20%	3%	0%	-5%	1%	-11%	-17%	-3%	-1%
O=C(COc1ccc(S(=O)(=O)NC2CCCCC2)cc1)NCc1ccccn1	61%[activator]	-4%	-8%	-1%	10%	22%	-25%	nt	-2%
CCOC(=O)CSc1nc(N)c(C#N)c(-c2ccc(OCC)cc2)c1C#N	20%	nt	21%	-5%	3%	-1%	-10%	-3%	19%
CCCCn1c(N)c(N(CC(C)C)C(=O)CCCc2nc3ccccc3c(=O)[nH]2)c(=O)[nH]c1=O	3%	-2%	?	8%	5%	-15%	-16%	10%	3%
Cc1ccc(NC(=O)Cn2c(CCC(=O)O)ccc2-c2cccs2)cc1Cl	14%&-20%	-3%	?	-43%&-11%	12%&9%	?	?	8%&6%	-1%&-1%
O=C(COC(=O)c1ccco1)Nc1cccc(S(=O)(=O)N2CCCCC2)c1	16%	-1%	110%[activator]	-7%	-1%	13%	-16%	-1%	1%
Cc1ccc(S(=O)(=O)Nc2cccc(C(=O)N3CCCC3)c2)cc1F	36%	i	20%	-26%	-3%	10%	-11%	-1%	2%
O=C(NCc1cccnc1)C1CC(c2ccccc2Cl)=NO1 (stereo unspecified)	-8%	-2%	4%	-18%	-3%	12%[57.1 µM]	-17%	-7%	2%
CCOCCCNC(=O)c1c(NC(=O)c2cc(=O)c3ccccc3o2)sc2c1CCC2	21%	-1%	0%	27%	12%	5%	-16%	-2%	-4%
COc1ccc(NC2CCCN(Cc3cccc4cnccc34)C2)cc1OC (stereo unspecified)	-2%	0%	-17%	-12%	25%	34%[2.29 µM]	?	-1%	4%
COc1ccccc1C(=O)NCC(=O)OCC(=O)NNC(=O)c1ccc(Br)cc1	38%	i	-6%	-21%	-2%	13%[57.1 µM]	-1%	-16%	-3%
S=C(c1ccc2c(c1)OCO2)N1CCOCC1	-6%	-4%	61%[activator]	-43%	2%	15%	3%	-9%	2%
Oc1ccccc1Oc1c(F)c(F)nc(N2CCCC2)c1F	34%	3%	?	2%	-2%	-6%	-30%	1%	?
COc1ccc(CCNS(=O)(=O)CC23CCC(CC2=O)C3(C)C)cc1OC (stereo unspecified)	22%	0%	21%	-3%	-1%	14%	4%	-9%	0%
O=C(O)COCc1nc2ccccc2s1	59%[activator]	-8%	-11%	-6%	0%	-3%	-2%	4%	0%
CN(CC(=O)Nc1ccc(C(N)=O)cc1)CC(=O)Nc1ccccc1Br	37%	-2%	13%	0%	2%	16%	-12%	-4%	1%
O=C1NC2(c3ccccc3)NC(=O)NC2(c2ccccc2)N1 (stereo unspecified)	32%	2%	-16%	-14%	-3%	14%[57.1 µM]	-1%	2%	5%
COc1ccc(C(=O)NCC(=O)OCc2ccc([N+](=O)[O-])cc2)cc1	21%	-5%	-6%	-11%	1%	21%[57.1 µM]	-16%	11%	2%
COc1ccc(S(=O)(=O)N2CCOCC2)cc1NC(=O)COC(=O)CCS(=O)(=O)c1ccc(C)cc1	28%	-4%	-5%	-8%	-1%	-23%	-2%	13%[15.4 µM]	-2%
CCCC(=O)Nc1nc2nc(-c3ccccc3)cc(-c3ccccc3)n2n1	18%	-7%	0%	28%	4%	6%[57.1 µM]	4%	7%	7%
Cc1ccc(C(=O)CN(CCC(=O)O)S(=O)(=O)c2ccc([N+](=O)[O-])cc2)cc1	33%	0%	-3%	-7%	-8%	6%	1%	11%	-2%

The closing two records of the section above lead into the next:
SMILES	HP1b chromo inh	PGK inhibitor	ALOX12 inh	RGS4 inhibitor	GLS inh	TrxR1 inh	JMJD2A Tudor	ERG-DNA inh	Pin1 inhibitor
CCCC(=O)Nc1nc2nc(-c3ccccc3)cc(-c3ccccc3)n2n1	18%	-7%	0%	28%	4%	6%[57.1 µM]	4%	7%	7%
Cc1ccc(C(=O)CN(CCC(=O)O)S(=O)(=O)c2ccc([N+](=O)[O-])cc2)cc1	33%	0%	-3%	-7%	-8%	6%	1%	11%	-2%
Cc1ccc(CN(c2ccc(C(=O)N3CCc4ccccc4C3)cc2)S(C)(=O)=O)cc1	34%	-1%	0%	2%	-4%	15%	-22%	1%	-6%
CCCCNC(=O)C1CCCN(Cc2nc(-c3ccc(Cl)cc3)oc2C)C1 (stereo unspecified)	34%	-1%	0%	-1%	-4%	14%	-9%	1%	-1%
CCN(CC)S(=O)(=O)c1cccc(-c2nnc(SCCOc3ccccc3)o2)c1	66%[activator]	-6%	0%	-15%	-9%	5%	25%	-28%	-1%
COc1ccc(/C=C2\Oc3cc(OCC(=O)N4CCC(C(=O)O)CC4)ccc3C2=O)c(OC)c1	31%[activator]	1%	nt	?	3%	-16%	-11%	4%	?
COc1cc(NC(=O)c2ccco2)c(OC)cc1NC(=O)CCC(=O)Nc1cc(C)ccc1C	19%	3%	-12%	1%	-1%	9%[57.1 µM]	-23%	0%	1%
O=C(O)C1CCN(C(=O)CSc2nc3ccccc3s2)CC1	4%	9%	-2%	?	-6%	5%[57.1 µM]	-18%[11.4 µM]	5%	1%
COc1ccc(N(Cc2cc(=O)[nH]c3ccccc23)C(C)=O)cc1	6%[57 µM]	-7%	-15%	-13%	8%	14%	-24%	14%	0%
CCCSc1ncc(Cl)c(C(=O)Nc2c(C(=O)c3ccc(C)cc3)oc3ccccc23)n1	-12%	nt	-18%	-3%	7%	27%	-10%	3%	-2%
COc1ccccc1NCC(=O)N/N=C/c1sccc1C	?	-3%	31%[activator]	-27%	-9%	30%[57.1 µM]	?	8%	-5%
CCN1CCN(C(=O)C2=C(C(=O)O)CCCC2)CC1	24%	0%	4%	5%	4%	4%	-12%	-9%	-3%
COC(=O)c1ccc(NC(=O)CCS(=O)(=O)c2ccc(C)cc2)cc1	26%	i	10%	4%	-1%	7%	-7%	-8%	-1%
COc1cccc(/C=N/NC(=O)C(=O)Nc2ccccc2OC(F)(F)C(F)F)c1O	18%	-7%	-12%	-11%	13%	-8%	-17%	-4%	-4%

As entered above.
`COCCNC(=O)c1ccc(-n2c(SCc3cc(F)ccc3F)nc3ccccc3c2=O)cc1` in RGS4 inhibitor → 1%
`CCN(C(=O)Cc1c(C(=O)O)[nH]c2ccccc12)c1ccc(OC)cc1` in PGK inhibitor → 10%&2%
`S=C(c1ccc2c(c1)OCO2)N1CCOCC1` in ERG-DNA inh → -9%

Following part.
SMILES	HP1b chromo inh	PGK inhibitor	ALOX12 inh	RGS4 inhibitor	GLS inh	TrxR1 inh	JMJD2A Tudor	ERG-DNA inh	Pin1 inhibitor
O=Cc1ccc(Oc2cnccn2)cc1	33%	-8%	-1%	16%	12%	28%	-18%	0%	-4%
c1cncc(CNc2cccc(-c3nc4ccccc4[nH]3)c2)c1	2%	0%	8%	1%	-15%	16%[57.1 µM]	-22%	0%	0%
Cn1cc(/C=C2\SC(=O)N(c3ccccc3)C2=O)c2ccccc21	5%	6%	-21%	0%	8%	3%[57.1 µM]	-8%	-1%	?
O=C(CSc1nc2ccccc2o1)N1CCN(S(=O)(=O)c2ccc3ccccc3c2)CC1	16%	i	-26%	-37%	2%	-10%	-17%	-14%	-9%
